High-throughput results: PubChem, Icahn School of Medicine at Mount Sinai
RBX1-CUL1 inh = human ROC1-CUL1 E3 ligase inhibition; P62877+Q13616; hit rate 0.6% among 140,000; in vitro K48 di-Ub FRET, acceptor:donor ratio, 45 min; inhibition, % at 10 µM; in the data active means inhibition above about 25%
Target sequence (P62877 whole entry, looked up): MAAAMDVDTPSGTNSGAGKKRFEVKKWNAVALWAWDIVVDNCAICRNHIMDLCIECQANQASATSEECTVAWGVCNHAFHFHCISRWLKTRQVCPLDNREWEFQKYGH
Target sequence (Q13616 whole entry, looked up): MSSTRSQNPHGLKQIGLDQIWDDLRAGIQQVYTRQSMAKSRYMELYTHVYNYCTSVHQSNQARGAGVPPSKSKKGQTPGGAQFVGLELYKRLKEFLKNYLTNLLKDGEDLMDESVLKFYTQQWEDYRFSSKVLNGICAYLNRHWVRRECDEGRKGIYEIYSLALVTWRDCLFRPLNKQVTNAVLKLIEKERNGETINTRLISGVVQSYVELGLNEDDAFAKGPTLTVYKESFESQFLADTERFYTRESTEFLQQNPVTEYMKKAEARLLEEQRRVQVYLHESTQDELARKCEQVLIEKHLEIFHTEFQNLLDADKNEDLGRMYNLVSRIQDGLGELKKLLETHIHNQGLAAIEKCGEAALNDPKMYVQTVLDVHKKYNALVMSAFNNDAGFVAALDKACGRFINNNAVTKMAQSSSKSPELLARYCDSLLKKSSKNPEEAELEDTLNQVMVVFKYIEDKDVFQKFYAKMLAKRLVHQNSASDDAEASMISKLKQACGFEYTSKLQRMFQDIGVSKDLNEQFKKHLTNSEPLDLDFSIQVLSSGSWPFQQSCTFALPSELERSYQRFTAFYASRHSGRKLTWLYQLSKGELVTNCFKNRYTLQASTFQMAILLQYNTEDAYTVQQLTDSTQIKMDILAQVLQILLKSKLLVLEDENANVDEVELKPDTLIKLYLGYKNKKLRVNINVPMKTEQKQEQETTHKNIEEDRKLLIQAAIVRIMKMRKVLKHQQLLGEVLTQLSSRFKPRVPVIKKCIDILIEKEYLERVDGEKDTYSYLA
* marks the source's active call; other numbers are inactive results. A portion of the library (hit frequency here may not be typical).

SMILES	RBX1-CUL1 inh
COC(=O)C(Nc1ccc([N+](=O)[O-])cc1[N+](=O)[O-])C(=O)OC	-3.5
COc1ccc2nc(NC3=NC(c4ccccc4)CC=N3)nc(C)c2c1 (stereo unspecified)	-6.1
c1cnc(N2CCC(C3CCN(Cc4cccc5c4OCO5)C3)CC2)nc1 (stereo unspecified)	-6.7
CCOc1ccc(NC(=O)c2cnn(-c3ccccc3)c2NC(=O)c2ccccc2F)cc1	-2.1
COc1ccc(NC(=O)Cn2cnc([N+](=O)[O-])c2)c(OC)c1	7.6
C=CCc1cc(C=C2C(=O)NC(=S)NC2=O)cc(OCC)c1OCc1ccc(C(=O)O)cc1	15.1
Cc1cc(Br)cc(C)c1NC(=O)CSc1nnc(COc2ccccc2)n1N	6.6
CC(C)c1ccc(CN(Cc2ccco2)c2cnc(S(C)(=O)=O)nc2C(=O)Nc2ccc(F)cc2)cc1	0.1
CC(C)(C)C1CCc2c(sc(NC(=O)c3ccco3)c2C(=O)NCCO)C1 (stereo unspecified)	-10.7
CN(C)S(=O)(=O)N(CC(=O)NCCSCc1ccccc1Cl)c1ccccc1	-8.9
CCNS(=O)(=O)c1ccc(NC(=O)c2ccccn2)cc1	-15.3
CNc1ncc(Cc2ccccc2)s1	-8.2
Cc1ccn(CC(=O)N/N=C/c2c(O)ccc3ccccc23)n1	-10.7
CCOC(=O)CSc1nnnc2c1sc1nc3c(c(-c4ccc(Cl)cc4)c12)CCCC3	1.9
Clc1cccc(CNc2ncn[nH]2)c1Cl	4.1
COc1ccc(C)cc1NC(=O)Cn1c(=O)oc2cc(S(=O)(=O)N3CCCCC3)ccc21	4.4
CCOc1cc(/C=N/Nc2nc(-c3ccccc3)c(C)s2)ccc1OC(=O)c1ccc(Cl)cc1Cl	-14.3
CCCCOC(=O)c1ccc(OC(=O)C2CC2)cc1	6.5
COc1ccc(NS(=O)(=O)c2ccc3c(c2)CCCN3C(=O)C2CCC2)cc1OC	3.3
COc1ccc(-c2cc(-c3ccc(OC)cc3)c3c(N)c(C(=O)Nc4cccc5ccccc45)sc3n2)cc1	-5.4
COc1ccc(CCN2C(=O)O[C@@H]3CN(Cc4ccncc4)C[C@@H]32)cc1	-8.7
CCCC(=O)Nc1ccccc1CC	6.4
CCOc1ccc(C(C)NC(=O)c2cccnc2)cc1 (stereo unspecified)	-3.3
COc1ccc(NC(=S)N2CCCC(CO)C2)c(OC)c1 (stereo unspecified)	-3.4

Molecules listed so far that have a furan ring, fused or not (2):
SMILES	RBX1-CUL1 inh
CC(C)c1ccc(CN(Cc2ccco2)c2cnc(S(C)(=O)=O)nc2C(=O)Nc2ccc(F)cc2)cc1	0.1
CC(C)(C)C1CCc2c(sc(NC(=O)c3ccco3)c2C(=O)NCCO)C1 (stereo unspecified)	-10.7

Grouped by structure, the entries above with a nitro group on carbon (2)
SMILES	RBX1-CUL1 inh
COC(=O)C(Nc1ccc([N+](=O)[O-])cc1[N+](=O)[O-])C(=O)OC	-3.5
COc1ccc(NC(=O)Cn2cnc([N+](=O)[O-])c2)c(OC)c1	7.6

The results go on:
SMILES	RBX1-CUL1 inh
COn1c(-c2ccccc2)nc2c1CCc1nonc1-2	3.0
CC1(C)CC(=O)C2C=C(C(=O)Nc3ccc(Cl)cc3)C(=O)N=C2C1 (stereo unspecified)	-8.0
CCC(=O)Nc1cccc(-c2cn3c(C)csc3n2)c1	2.7
CC(C)(CO)NC(=O)C1CC(c2cccc(Br)c2)=NO1 (stereo unspecified)	-5.0
O=C(O)c1cccc2c1C(=O)N(c1ccccc1)C2	3.1
COc1ccc(S(=O)(=O)Nc2ccc(-c3csc(C)n3)cc2)cc1OC	9.0
COc1cccc(-c2nc(CS(=O)(=O)CC(=O)NCc3cccc(Cl)c3)c(C)o2)c1	-3.0
Clc1cccc(N=C2CCc3ccccc32)n1	1.3
COc1ccc(-n2nnnc2C2CCN(S(=O)(=O)c3cc(Cl)ccc3OC)CC2)cc1	-4.3
Nc1nc(-c2ccc(F)cc2F)cs1	4.9
CCOc1ccc(NS(=O)(=O)c2ccc3ccccc3c2)cc1	5.5
O=C(CSc1nnc(COc2cccc3ccccc23)o1)N(c1ccccc1)c1ccccc1	7.7
COc1ccc(NC(=O)/C(C#N)=C/c2ccc(OCc3cc(=O)n4nc(C)sc4n3)cc2)cc1	0.0
O=C(O)CSC1=C(SCC(=O)O)C(=O)C(SCC(=O)O)=C(SCC(=O)O)C1=O	102.4*
CSC1=NC2(C[C@H]2c2ccccc2)C(=O)N1C (stereo partly specified)	2.1
COc1ccc(-c2noc(-c3ccc(N4CCC[C@H]4CO)nc3)n2)cc1	9.8
Cc1ccc(C(=O)NCCSc2c[nH]c3ccccc23)cc1C	-7.8
CCOc1ccccc1NC(=O)c1c(OC)cccc1OC	10.9
Cc1cccc(-c2cnc(C)nc2C2CCCN(C(=O)c3ccccc3C(F)(F)F)C2)c1 (stereo unspecified)	2.9
Cc1ccc(NC(=O)c2c(C)oc3ncn(C)c(=O)c23)cc1F	6.8
COCC(=O)Nc1cccc(-c2nc(CNC(=O)CCc3ccc(OC)c(OC)c3)c(C)o2)c1	0.9
Cc1cc(Cl)ccc1N(CC(=O)Nc1ccccc1Cl)S(=O)(=O)c1ccccc1	-2.3
Cc1ccc(N2CC(O)(c3ccc(F)cc3)[N+]3=C2CCCCC3)cc1 (stereo unspecified)	-4.1
COc1cc(/C=C2/C(=O)NN(c3ccc(I)cc3)C2=O)ccc1O	12.7
CCc1nc(C)cn1S(=O)(=O)c1cc(Cl)ccc1OC	-0.6
Cn1ncc(Br)c1[N+](=O)[O-]	-3.0
O=C(Cn1nnnc1CN1CCCC1)NCCC1COc2ccccc2O1 (stereo unspecified)	5.6
CCn1cc(/C=N/NC(=O)c2cc(-c3ccc(C(C)(C)C)cc3)nc3ccccc23)cn1	2.3
COc1cc(CN2CCN(S(=O)(=O)c3ccccc3)CC2)cc(OC)c1O	-6.1
Cc1nc(CNCC2(O)CCCN(CC3CC3)C2=O)nc2c1CCCC2 (stereo unspecified)	-8.2
O=C(Nc1nnc(COc2ccc(F)cc2)s1)c1cccc([N+](=O)[O-])c1	-9.7
CCc1cccc(C)c1NC(=O)C1CCCCC1	8.8
COc1ccc(SCC2=Nc3c(ccc(C)c3C)C(=O)C2)cc1	5.0
CN(C)CCCC(C)(O)C(C)(C)c1ccccc1 (stereo unspecified)	3.9
Cc1ccccc1Cc1nnc2sc(-c3cc(F)c(F)c(F)c3F)nn12	0.5
CCOc1ccc(NC(=O)CSc2nnc(COc3cccc(C)c3)n2C)cc1	1.2

Structures listed above printed as active in RBX1-CUL1 inh.
SMILES	RBX1-CUL1 inh
O=C(O)CSC1=C(SCC(=O)O)C(=O)C(SCC(=O)O)=C(SCC(=O)O)C1=O	102.4*

(further entries)
SMILES	RBX1-CUL1 inh
FC(F)(F)c1nc(Nc2ccc(Br)cc2)sc1-c1ccccc1	3.3
CC(=O)N(c1ccccc1)C1SC(=O)N(c2ccccc2)C1=O (stereo unspecified)	8.2
Cc1ccc(CN(C)C(=O)c2cc(NC(=O)CC3CCCC3)cc3nc(C4CCCO4)n(C)c23)cc1 (stereo unspecified)	-3.8
CCc1cccc(C)c1NC(=O)CSc1nnc(CNC(=O)c2ccc(OC)cc2)n1CC	-1.4
Cc1ccc2c(c1)c1c3n2CCN(CC(=O)c2ccc(Br)cc2)C3CCC1 (stereo unspecified)	0.3
C(=C\c1nnc(CCc2ccccc2)o1)/c1ccccc1	-7.2
Brc1ccc2sc(-c3ccccc3)nc2c1	6.3
CCN1CCC(NC(=O)c2ccc(F)cc2)CC1	0.3
O=C(CN1C(=O)c2ccccc2C1=O)NNC1NS(=O)(=O)C2CCCCC12 (stereo unspecified)	-10.2
Cc1nn(C(=O)c2ccc(Cl)cc2)c(C)c1S(=O)(=O)N1CCOCC1	-8.8
COc1cc2c(cc1Cl)C(O)Cc1ccccc1S2 (stereo unspecified)	-2.8
COc1ccc(C(=O)NCCc2sc(-c3ccc(F)cc3)nc2C)cc1OC	-4.4
CN(c1ccccc1)c1ccc(C=C2C(=O)NC(=S)NC2=O)cc1	2.7
COc1ccccc1C(=O)C1CCCN(C(=O)Cn2cnc3ccccc32)C1 (stereo unspecified)	4.4
COc1cccc(N2CC(NC(=O)c3cc4ccccc4o3)CC2=O)c1 (stereo unspecified)	-12.6
O=C(Nc1nc(C23CC4CC(CC(C4)C2)C3)cs1)c1cc2ccccc2oc1=O	9.3
COc1cc(/C=C\C(=O)O)cc(S(=O)(=O)Nc2ccc(C(=O)O)c(O)c2)c1OC	2.1
CCCn1c(SCc2nc(-c3ccccc3C)no2)nnc1-c1ccc(Cl)cc1	8.6
Cc1c(-c2nc(-c3ccccc3F)no2)nnn1-c1cc(F)ccc1F	-0.7
COc1ccc(/C=C2/N=C(c3ccc(NC(=O)c4cncc(Br)c4)cc3)OC2=O)cc1	7.7
Cc1nc2ccccn2c1-c1n[nH]c(=S)n1-c1ccccc1	9.9
CC(C)(C)C(=O)N1CCN(c2ccc(NC(=O)c3ccccc3)cc2)CC1	4.9
CCC(NC(=O)Oc1ccc(-c2ccccc2)cc1)(C(F)(F)F)C(F)(F)F	1.1
Cc1ccc(C2=CC(c3ccccc3)=NN=C(c3ccccc3)C2)cc1	1.1
CCn1c(SCC(=O)NC2CCCCC2)nnc1-c1ccccc1	1.6
Cc1sc(NC(=S)NC(=O)c2ccc(C(C)(C)C)cc2)c(C(N)=O)c1C	-0.4
CC1C(=NC(=O)Nc2ccc(C#N)cc2)C(=O)N(c2ccccc2)N1C (stereo unspecified)	-0.5
Cc1ccc(N2CC3=C(C2=O)C(c2ccc(Br)cc2)NC(=O)N3C)cc1 (stereo unspecified)	4.4
Cc1ccc(NC(=O)CSc2nc3c(oc4ccccc43)c(=O)n2-c2ccc(F)cc2)c(C)c1	5.7
CC(C)(C)c1cc(/C=c2\sc3n(c2=O)C(c2cccs2)C2=C(N=3)c3ccccc3CC2)cc(C(C)(C)C)c1O (stereo unspecified)	3.5
Cc1nn(C)c(C)c1S(=O)(=O)N(CC(=O)NCCc1ccccc1)c1ccc(C(C)C)cc1	-8.3
O=C(CCSc1ccc2ccccc2n1)Nc1ccc(F)cc1	-12.0
Cc1nn(CC(=O)Nc2ccc(F)c(Cl)c2)c(C)c1Br	4.3
Cc1nc2c(C)cccc2cc1C(=O)N/N=C/c1ccc(C(=O)O)cc1	2.9
Cc1ccc(OCCSc2nc3ccccc3n2CC(=O)N2CCCCC2)cc1C	-0.4
COc1ccc(CCN2CCCC(CN(C)CC(C)(C)CO)C2)cc1 (stereo unspecified)	7.5
Cc1ccc(CN2CCN(C(=O)Nc3ccc(F)cc3F)CC2)cc1	2.1
Cc1cc2ncn(CC(O)COCc3ccccc3)c2cc1C (stereo unspecified)	-2.0
CC1(C)C(/C=C(\Cl)C(F)(F)F)C1C(=O)O (stereo unspecified)	-3.0
O=C(NCCOc1ccccc1)c1ccc2c(c1)OCO2	4.4
O=[N+]([O-])c1cc(-c2nc(-c3ccccn3)no2)ccc1NCc1ccccc1	0.0
Clc1ccc(OCCCCCN2CCCC2)c(Br)c1	1.5
COCCOc1ccccc1C(=O)Nc1ccccc1	-4.4
O=C(c1ccc(OC2CCN(Cc3ccoc3)CC2)cc1)N1CCCC1	10.5
CCc1cccc(NC(=O)CCNS(=O)(=O)c2ccc3c(c2)CCN3C(C)=O)c1	-6.1
CN1CCN(CC(=O)N2CCn3c4c(c5cc(C6CCCCC6)ccc53)CCCC42)CC1 (stereo unspecified)	13.2
CCCNC(=O)c1ccc(-n2nncc2-c2ccccc2)cc1	3.2
Cc1c(Cl)cccc1-n1ncc(C(=O)Nc2ccc(Br)cc2F)c1C1CCNCC1	-8.9
Cc1ccc(S(=O)(=O)C(CNC(=O)c2ccc(F)c(F)c2)c2ccco2)cc1 (stereo unspecified)	2.7
CCc1csc(CNC(=O)c2ccc(N3CCCC3c3ccccn3)nc2)n1 (stereo unspecified)	1.7
O=C(Cn1c(SCc2ccccc2F)nc2cccnc21)Nc1ccc(F)c(Cl)c1	-5.6
CCCn1c(=N)c(C(=O)NCc2cccnc2)cc2c(=O)n3cccc(C)c3nc21	10.4
COc1ccc(C2c3c(n[nH]c3C)OC(=N)C2C#N)cc1Cn1nc(C)c([N+](=O)[O-])c1C (stereo unspecified)	-5.6
COc1ccc(F)cc1S(=O)(=O)Nc1cccc(F)c1	6.8
CCOC(=O)N1CCC(NC(=O)C2CC23CCN(C(=O)/C=C/c2ccccc2F)CC3)CC1 (stereo unspecified)	-0.2
O=C(CSc1nc2ncccc2o1)Nc1ccc(Cl)cc1F	-3.9
O=C(c1ccc(F)c(S(=O)(=O)N2CCOCC2)c1)N1CCSCC1	13.6
COc1cccc(-n2c(/C=C3\C(=O)N(Cc4ccccc4)c4ccccc43)nc3ccccc3c2=O)c1	1.3
Cc1ccc2c(c1)CN(CC(=O)NCCc1nc3ccccc3c(=O)[nH]1)CC(c1ccsc1)O2 (stereo unspecified)	-4.4
Cc1ccc(-n2c(C)nnc2SCC(=O)NNC(=O)c2ccco2)cc1	6.2

Sorted by the number under RBX1-CUL1 inh (highest first): some entries from above
SMILES	RBX1-CUL1 inh
CCCn1c(=N)c(C(=O)NCc2cccnc2)cc2c(=O)n3cccc(C)c3nc21	10.4
COc1ccc(F)cc1S(=O)(=O)Nc1cccc(F)c1	6.8
CCc1csc(CNC(=O)c2ccc(N3CCCC3c3ccccn3)nc2)n1 (stereo unspecified)	1.7
COc1cccc(-n2c(/C=C3\C(=O)N(Cc4ccccc4)c4ccccc43)nc3ccccc3c2=O)c1	1.3
CCOC(=O)N1CCC(NC(=O)C2CC23CCN(C(=O)/C=C/c2ccccc2F)CC3)CC1 (stereo unspecified)	-0.2
O=C(CSc1nc2ncccc2o1)Nc1ccc(Cl)cc1F	-3.9
COc1ccc(C2c3c(n[nH]c3C)OC(=N)C2C#N)cc1Cn1nc(C)c([N+](=O)[O-])c1C (stereo unspecified)	-5.6

Continued:
SMILES	RBX1-CUL1 inh
O=C(c1ccco1)N1CCN(Cc2cn[nH]c2-c2cc3ccccc3o2)CC1	8.9
Cc1ccc(NC(=O)C2CCN(Cc3ccccc3)CC2)cc1C	1.1
Cc1cc(C)c(C#N)c(SCc2[nH]nc3c2C(c2cccnc2)C(C#N)C(=N)O3)n1 (stereo unspecified)	-0.9
Cc1ccc(F)cc1CNCc1ccc(OCC(O)CN2CCN(C)CC2)cc1 (stereo unspecified)	2.9
